Assay outcomes: PubChem, NCI
All columns: NCI-60 one-dose screen, growth in % after 48 h at 10 µM unless noted; 100 = growth as untreated, 0 = no growth, -100 = all killed.
MDA-MB-435: MDA-MB-435 melanoma | actives 7.8% (n = 82,000)
HOP-92: HOP-92 NSCLC cells | actives 6.3% (n = 71,000) | AID 1794738
RPMI-8226: RPMI-8226 leukemia cells; actives 7.5% (n = 77,000); AID 1794781
MOLT-4: MOLT-4 leukemia cells. actives 6.9% (n = 80,000). AID 1794779
CCRF-CEM: CCRF-CEM leukemia; actives 7% (n = 77,000); AID 1794778
HOP-62: HOP-62 NSCLC; actives 3.9% (n = 80,000)
K-562: K-562 leukemia; actives 7.4% (n = 78,000)
SR: SR leukemia cells; actives 8.7% (n = 73,000)
* marks the source's active call; other numbers are inactive results; nt = no result given; & = joins results of further samples. Rule for the calls: active = growth percent below 10; inactive = the rest.

SMILES	MDA-MB-435	HOP-92	RPMI-8226	MOLT-4	CCRF-CEM	HOP-62	K-562	SR
COc1cccc(/C=C2/C[C@]3(C)[C@H]4CC[C@@H]5[C@@H]([C@@](C)(O)CC/C=C/C(C)C)CC[C@@]5(C)[C@]4(C)CC[C@H]3C(C)(C)C2=O)c1OC	98.4	91.7	87.9	88.7	91.2	101.5	90.7	82.9
O=C(O)c1ccc(COc2ccc([N+](=O)[O-])cc2Cl)cc1	99.5	97.3	106.8	88.8	119.3	111.6	nt	94.1
CC1CCN(C(=O)c2ccccc2)CC1	112.5	93.1	107.6	nt	105.4	104.9	100.8	nt
Cc1ccc(NC2=C(Cl)C(=O)c3nc(C)ccc3C2=O)cc1	nt	-71.0*	nt	-13.5*	0.6*	75.2	6.6*	21.8
CCc1ccc(Oc2cn[nH]c2-c2ccc(OCCc3ccc(F)cc3)cc2O)cc1	91.6	83.2	81.0	84.4	95.6	113.5	100.4	100.7
O=[N+]([O-])c1cccc(Nc2n[nH]c(-c3ccccc3)n2)c1	98.3	56.9	63.3	68.9	74.0	71.9	77.7	nt
CCOC(=O)c1c[nH]c2c(Cl)c3nnn(OCC)c3cc2c1=O	110.0	123.1	125.0	141.6	114.7	111.4	131.8	109.2
COc1ccc(Oc2c(I)cc(CC(NC(C)=O)C(=O)O)cc2I)cc1 (stereo not given)	85.1	nt	74.3	60.9	78.4	80.9	63.9	83.1
N#CCCCC1(CCCC#N)OCCO1	105.3&98.9	105.7&99.7	99.2&107.4	98.5&105.7	101.0&109.2	102.6&102.8	100.4	102.1&91.4
O=C1/C(=C/c2ccc(Cl)cc2)Sc2ccc(F)cc21	104.6	100.0	95.5	95.6	108.7	83.6	105.3	102.2
Clc1ccccc1Nc1n[nH]c(-c2ccccc2)n1	99.2	64.8	85.9	91.3	97.7	71.1	92.4	nt
O=[N+]([O-])Cc1c2ccccc2nc2ccccc12	102.4	99.6	102.1	97.4	100.0	98.1	101.7	103.7
NCC(=O)NCC(=O)NC1(C(=O)O)CCCC1	109.8	98.6	nt	98.4	105.7	102.0	97.0	102.3
C=C1c2c(C)nn(C)c2N(C)C23CC1C1(C)c4c(C)nn(C)c4N(C)C(C)(CC12)C3 (stereo not given)	101.8	82.1	65.2	nt	87.8	99.4	79.8	nt
COc1cc2c(cc1O)[C@@]1(C)[C@H](c3ccccc3Br)OC(=O)N1CC2	92.1	82.8	67.1	90.8	83.0	97.3	75.0	86.6
Cc1ccccc1N(C)c1nc(N)nc2[nH]ncc12	112.6	113.4	92.6	107.5	102.5	102.5	105.0	100.6
CCOC(=O)C(O)C(O)(c1ccccc1)c1ccccc1 (stereo not given)	111.0	113.2	105.7	95.1	99.1	97.0	98.0	95.0
CCN(CC)c1ccc(C=O)c(OCc2cn(CC(=O)Nc3ccc(F)cc3)nn2)c1	106.0	74.6	96.3	77.8	85.3	93.2	76.7	72.8
C=CCC(NC(=O)Cc1ccccc1)C(=O)OCC (stereo not given)	101.3	76.1	98.9	110.1	99.0	98.5	98.7	106.9
C#CCNC(=O)[C@]12CC[C@@H](C(=C)C)[C@@H]1[C@H]1CC[C@@H]3[C@@](C)(CCC#N)[C@H](C(=C)C)CC[C@@]3(C)[C@]1(C)CC2	68.0	64.6	68.0	66.8	70.3	73.6	52.2	nt
CCOC(=O)c1n[nH]n2c1nc(=O)c1cnn(C)c12	105.4	102.5	101.1	99.7	95.6	103.5	93.0	85.3
O=c1oc2c(cnc3ccc(Br)cc32)cc1-c1ccccc1	104.6	94.5	100.5	106.3	36.1	107.7	101.1	110.2
O=C(NNC(=O)c1ccc(-n2cc(-c3ccccc3)nn2)cc1)Nc1ccc(Cl)cc1	101.5	100.8	100.7	104.1	100.3	105.5	100.0	106.9
O=c1[nH]c2cc(Cl)ccc2c(CCl)c1Cl	nt	nt	101.7	96.3	nt	99.5	105.0	nt
CCOc1ccc(OCC)c(N)c1	98.4	112.3	75.2	78.8	91.4	92.3	97.5	85.2

Compound profiles, as listed above.
C#CCNC(=O)[C@]12CC[C@@H](C(=C)C)[C@@H]1[C@H]1CC[C@@H]3[C@@](C)(CCC#N)[C@H](C(=C)C)CC[C@@]3(C)[C@]1(C)CC2 is entered as MDA-MB-435: 68.0; HOP-92: 64.6; RPMI-8226: 68.0; MOLT-4: 66.8; CCRF-CEM: 70.3; HOP-62: 73.6; K-562: 52.2; SR: nt
Clc1ccccc1Nc1n[nH]c(-c2ccccc2)n1 is entered as MDA-MB-435: 99.2; HOP-92: 64.8; RPMI-8226: 85.9; MOLT-4: 91.3; CCRF-CEM: 97.7; HOP-62: 71.1; K-562: 92.4; SR: nt

Next part.
SMILES	MDA-MB-435	HOP-92	RPMI-8226	MOLT-4	CCRF-CEM	HOP-62	K-562	SR
CCOC(=O)c1cc(-c2cccc3ccccc23)nc2ccccc12	108.1	67.8	79.1	70.2	82.5	97.6	63.9	79.8
O=C1C2CC=CCC2C(=O)N1c1nccs1 (stereo not given)	104.0	111.5	107.0	100.1	102.9	105.6	105.9	100.2
O=C(O)Cn1cnc2c(=S)nc[nH]c21	95.5	nt	nt	105.1	102.5	93.3	101.8	108.1
Cc1ccc(S(=O)(=O)Nc2ccccc2C(=O)NO)cc1	115.0	nt	99.7	103.7	92.0	105.3	130.8	110.3
Cc1cccc(NC(=O)Nc2cccc(-c3cc(=O)c4ccccc4o3)c2)c1	87.1	nt	nt	66.2	76.3	93.6	64.8	57.7
CC(C)OC(=O)c1ccc(NC(=O)CN2CCOCC2)cc1	101.0	107.3	105.3	95.1	95.8	91.6	102.1	102.9
Oc1ccc2ccccc2c1C1NNC(=S)N1 (stereo not given)	76.0	89.1	55.2	76.1	60.0	75.2	69.3	34.9
CCCS(=O)(=O)Nc1ccc(C(=O)CC2(O)C(=O)Nc3ccccc32)cc1 (stereo not given)	100.0	104.5	104.6	98.7	105.4	100.4	96.9	101.1
N#Cc1c(-c2cccc(F)c2)cc(-c2ccncc2)[nH]c1=O	98.1	93.4	105.0	101.1	105.2	91.3	98.4	97.0
N#Cc1c(-c2cccs2)cc(-c2ccccc2Br)[nH]c1=O	104.9	81.2	101.1	104.9	101.0	100.4	111.5	91.3
CCOC(=O)/C(C#N)=C\N1CCNc2ccccc21	99.5	68.8	85.7	105.3	74.0	nt	123.6	108.0
Cc1cc(C)c(C(=O)CC(=O)c2cccnc2)c(C)c1	63.5	nt	nt	48.5	21.5	38.6	29.2	11.0
CS(=O)(=O)CC(=N\O)/C(CS(C)(=O)=O)=N/O	111.4	99.7	105.7	108.4	101.7	105.3	96.3	95.6
Cn1ncc(CC(=O)O)c1-n1cnc2cc(Cl)ccc2c1=O	128.6	60.2	94.6	103.3	111.5	93.9	116.3	nt
CN1C(=O)N(c2ccccc2)C2C1NN=c1s/c(=C\c3ccccc3)c(=O)n12 (stereo not given)	99.3	102.1	102.0	103.3	97.1	97.9	101.4	102.7
O=c1[nH]cc(I)cc1I	107.7	nt	101.3	89.9	97.1	121.3	102.6	94.4
Cc1c(C(=O)/C=C/Nc2ccc(S(N)(=O)=O)cc2)sc2nc3ccccc3n12	91.6	100.1	83.9	87.6	90.4	83.6	92.3	55.8
CC1(C)CNC(=O)N1	102.2	87.0	95.8	101.2	95.4	92.6	98.1	95.2
CC(C)(C)n1cc(-c2ccnc(NCCCNS(=O)(=O)c3ccc(Cl)cc3)c2)c(-c2cccc(O)c2)n1	15.6	-2.3*	-29.7*	-17.3*	8.5*	9.8*	-23.3*	-34.5*
CC(=O)Nc1nc2c(c(N)c1C#N)C(c1cccc(Br)c1)C1=C(CC(C)(C)CC1=O)N2c1sc2c(c1C#N)CCCC2 (stereo not given)	45.5	39.9	32.7	10.3	44.8	72.1	30.9	38.6
Cc1ccc(S(=O)(=O)C(C)C(=O)Nc2ccc(S(N)(=O)=O)cc2)cc1 (stereo not given)	100.4	93.5	108.2	87.6	110.5	97.3	91.7	100.1
Cc1c2oc3c(C)ccc(C(=O)OC(C)C4NC(=O)C(C(C)C)N(C)C(=O)CN(C)C(=O)C5CCCN5C(=O)C(C(C)C)NC4=O)c3nc-2c(C(=O)OC(C)C2NC(=O)C(C(C)C)N(C)C(=O)CN(C)C(=O)C3CCCN3C(=O)C(C(C)C)NC2=O)c(N)c1=O (stereo not given)	-71.1*	-15.7*	nt	nt	18.4	-20.4*	5.5*	nt
CS(=O)(=O)c1ccc(-c2nc3ccccc3[nH]2)cc1	107.5	89.9	115.7	102.3	108.6	86.8	nt	nt
Nc1ccc(S(=O)(=O)NCC(=O)O)cc1	104.8	nt	106.4	104.1	101.9	104.9	98.9	104.7
CCCCCCCCCC(=O)CCCCCCC	100.9	82.3	95.2	96.4	nt	99.3	95.2	91.3
(cont.)
SMILES	MDA-MB-435	HOP-92	RPMI-8226	MOLT-4	CCRF-CEM	HOP-62	K-562	SR
O=C(OCC1OC(F)C(OC(=O)c2ccccc2)C1OC(=O)c1ccccc1)c1ccccc1 (stereo not given)	105.5	114.3	110.6	101.6	107.2	95.7	103.5	105.5
COCCNC1=C(Cl)C(=O)c2ccccc2C1=O	24.5	137.1	90.4	108.0	99.7	117.0	99.8	104.9
c1ccc(-c2nc3c4c5c(sc4ncn3n2)CCCC5)cc1	99.0	83.4	95.6	93.6	92.0	80.6	97.8	78.4
CN(c1ccccc1)c1ncnc2c1ncn2C	106.4	105.0	105.6	95.6	99.1	102.8	102.9	98.2
CC(C)OC(=O)CCc1ccccc1	130.6	75.3	83.2	51.1	64.9	103.9	92.9	127.1
C[C@@H]1CN(c2nnc(-c3ccccn3)n2C)C[C@H](C)O1	99.8	100.9	105.6	101.1	108.2	105.0	98.9	107.7
Cc1c(COc2ccccc2-c2nnc(-c3ccncc3)o2)c(C)c(COc2ccccc2-c2nnc(-c3ccncc3)o2)c(C)c1COc1ccccc1-c1nnc(-c2ccncc2)o1	103.6	113.1	106.0	100.3	102.8	99.3	104.4	103.4
CCCN(CCC)CC(O)c1cc2c(Cl)cc(Cl)cc2c2cc(C(F)(F)F)ccc12 (stereo not given)	110.3	40.5	94.2	81.9	104.2	85.1	79.7	82.1
CCOC(=O)c1cc2c([nH]1)-c1nc(Nc3ccccn3)sc1CCC2	80.5	52.7	nt	56.6	nt	65.1	27.9	47.1
O=C1C(=O)N(Cc2cn(Cc3ccccc3)nn2)c2ccccc21	96.1	112.1	117.5	102.2	103.6	86.3	89.3	nt
C=Cc1c2c(c3ccc4c5ccccc5ccc4n13)C(=O)c1ccccc1C2=O	103.9	112.9	99.3	107.2	106.2	100.2	102.0	115.6
CN1C(=O)N(C)C2Nn3c(s/c(=C\c4ccc(F)cc4)c3=O)=NC21 (stereo not given)	101.7	nt	nt	94.3	97.3	100.6	84.8	88.6
Oc1ccc(N=Cc2c(O)ccc3ccccc23)cc1	75.3	61.4	57.9	82.8	56.6	84.2	82.9	96.9
COc1ccc(CCNc2nc(C)cc(N3CCOCC3)n2)cc1	98.9	64.9	68.6	86.8	81.8	94.8	80.4	91.9
S=c1nc(CS)[nH]c2ccccc12	101.5	96.8	102.2	101.5	101.5	89.6	103.5	101.3
NC(CCl)=NCC12CC3CC(CC(C3)C1)C2	-3.6*	-37.6*	-50.4*	27.4	-15.8*	-66.1*	-15.1*	nt
NC(=O)NS(=O)(=O)c1ccc(N2N=C(C(F)(F)F)CC2c2cc(C(F)(F)F)cc(C(F)(F)F)c2)cc1 (stereo not given)	40.0	49.8	2.4*	43.2	37.4	103.3	57.7	66.2
CC(C)c1ccc2c(c1)CC[C@H]1[C@](C)(CN)CCC[C@]21C	109.2	76.8	100.5	96.0	102.4	103.0	93.3	81.1
O=C(O)c1ccc(Cn2cnc3c(=O)[nH]cnc32)cc1	119.0	122.7	108.2	97.6	104.8	106.4	96.8	108.5
CCCCCCCCCCCCCCCCC(Br)C(=O)OCC (stereo not given)	103.0	103.9	90.3	102.6	97.3	100.6	104.1	102.6
O=C(CCn1cnc2c(cc(-c3ccccc3)n2-c2ccncc2)c1=O)Nc1ccc(F)cc1	100.7	92.2	103.5	111.8	101.2	105.1	108.9	109.4
COC(=O)c1cc(-c2cccs2)c(C#N)c(N)c1C#N	103.8	94.2	99.7	98.1	92.5	90.3	104.5	94.5

Structural class: the compounds so far containing an NH in an aromatic ring
SMILES	MDA-MB-435	HOP-92	RPMI-8226	MOLT-4	CCRF-CEM	HOP-62	K-562	SR
CCc1ccc(Oc2cn[nH]c2-c2ccc(OCCc3ccc(F)cc3)cc2O)cc1	91.6	83.2	81.0	84.4	95.6	113.5	100.4	100.7
O=[N+]([O-])c1cccc(Nc2n[nH]c(-c3ccccc3)n2)c1	98.3	56.9	63.3	68.9	74.0	71.9	77.7	nt
CCOC(=O)c1c[nH]c2c(Cl)c3nnn(OCC)c3cc2c1=O	110.0	123.1	125.0	141.6	114.7	111.4	131.8	109.2
Clc1ccccc1Nc1n[nH]c(-c2ccccc2)n1	99.2	64.8	85.9	91.3	97.7	71.1	92.4	nt
Cc1ccccc1N(C)c1nc(N)nc2[nH]ncc12	112.6	113.4	92.6	107.5	102.5	102.5	105.0	100.6
CCOC(=O)c1n[nH]n2c1nc(=O)c1cnn(C)c12	105.4	102.5	101.1	99.7	95.6	103.5	93.0	85.3
O=c1[nH]c2cc(Cl)ccc2c(CCl)c1Cl	nt	nt	101.7	96.3	nt	99.5	105.0	nt
O=C(O)Cn1cnc2c(=S)nc[nH]c21	95.5	nt	nt	105.1	102.5	93.3	101.8	108.1
N#Cc1c(-c2cccc(F)c2)cc(-c2ccncc2)[nH]c1=O	98.1	93.4	105.0	101.1	105.2	91.3	98.4	97.0
N#Cc1c(-c2cccs2)cc(-c2ccccc2Br)[nH]c1=O	104.9	81.2	101.1	104.9	101.0	100.4	111.5	91.3
O=c1[nH]cc(I)cc1I	107.7	nt	101.3	89.9	97.1	121.3	102.6	94.4
CS(=O)(=O)c1ccc(-c2nc3ccccc3[nH]2)cc1	107.5	89.9	115.7	102.3	108.6	86.8	nt	nt
CCOC(=O)c1cc2c([nH]1)-c1nc(Nc3ccccn3)sc1CCC2	80.5	52.7	nt	56.6	nt	65.1	27.9	47.1
S=c1nc(CS)[nH]c2ccccc12	101.5	96.8	102.2	101.5	101.5	89.6	103.5	101.3
O=C(O)c1ccc(Cn2cnc3c(=O)[nH]cnc32)cc1	119.0	122.7	108.2	97.6	104.8	106.4	96.8	108.5
